Compound activity from PubChem.
HDAC3 inh – inhibitors of human histone deacetylase 3 | inhibition, % at 8.3 µM | hit rate 0.15% among 320,000 | recombinant HDAC3, fluorogenic peptide/trypsin coupled, fluorescence | AID 2718; in the data active = inhibition above about 26%, passing the limit was not always enough; inconclusive = no clear call, values can overlap the other calls
Target sequence (O15379 whole entry, looked up): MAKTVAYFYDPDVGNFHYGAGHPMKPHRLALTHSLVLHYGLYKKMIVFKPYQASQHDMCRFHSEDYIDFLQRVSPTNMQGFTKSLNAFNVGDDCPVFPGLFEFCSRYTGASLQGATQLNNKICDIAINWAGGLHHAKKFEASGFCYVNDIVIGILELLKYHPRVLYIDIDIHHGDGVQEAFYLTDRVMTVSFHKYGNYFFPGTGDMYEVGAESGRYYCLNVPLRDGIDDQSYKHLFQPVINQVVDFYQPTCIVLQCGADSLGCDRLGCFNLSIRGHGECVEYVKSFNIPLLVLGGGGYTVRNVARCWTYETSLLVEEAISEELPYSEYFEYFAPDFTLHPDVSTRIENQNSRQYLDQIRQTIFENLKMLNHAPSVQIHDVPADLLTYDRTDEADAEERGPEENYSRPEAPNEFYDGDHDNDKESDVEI
aSyn UTR inh – MLPCN primary screen, SNCA 5' untranslated region; AID 1813; inhibition, % (tested at 7.5 µM); alpha-synuclein 5'UTR reporter, inhibitor activity; hit rate 0.82% among 300,000; in the data active = inhibition above about 60%; inconclusive = no clear call, values can overlap the other calls;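 also: H4 neuroglioblastoma cells stably carrying SNCA 5'UTR luciferase fusion; 0% = DMSO wells and 100% = positive control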
HSP90 refold inh – blocks HSP90-mediated luciferase refolding in reticulocyte lysate; inhibition, % at 5.6 µM; Rabbit reticulocyte lysate, luciferase refolding luminescence, 3 h; hit rate 0.91% among 290,000; AID 1789;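 active = inhibition above the screen-wide mean plus 3 SD, computed separately per campaign, cut at about 16% in these data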;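 also: 0% = DMSO wells and 100% = 60 µM geldanamycin wells; inhibitors lower the luminescence because luciferase stays unfolded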
IEC-6 cytotox – IEC-6 cytotoxicity, counter-screen for KLF5 inhibitors | luminescence viability | inhibition, % at 5 µM | hit rate 0.78% among 290,000 | AID 1825; in the data active = inhibition above about 22%;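 also: 0% = plate median of test compound wells and 100% = cytotoxic reference compound wells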
HIF activator – HIF pathway transcriptional activation | activation, % at 7.5 µM (by protocol) | hit rate 0.32% among 300,000 | U2OS HRE-luciferase reporter, luminescence; normalized: DMSO 0%, desferrioxamine 100% | AID 1910;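 active = mean activation of at least 10% of the iron chelator positive control signal, with at least half of replicates also reaching 10%; inconclusive = mean and replicate majority disagree about reaching 10%; inactive = mean and most replicates under 10%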
HSF-1 act – increases HSF-1 driven luciferase reporter signal. NIH3T3-HGL HSF-1 luciferase reporter, MG132, 8 h; 100% = twice DMSO control signal. activation, % at 9 µM. hit rate 1.7% among 300,000. AID 504408;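 active = mean replicate activation of at least 50% with a set share of replicates each reaching 50%; inconclusive = only one of those two conditions met; inactive = mean below 50% and too few replicates reaching it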;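 also: 0% = median of the neutral control wells and 100% = twice that signal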
Platelet DG rel – modulates dense granule release in human platelets; human platelet-rich plasma, SFLLRN dense granule ATP release, luminescence; inhibition, %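 (compounds screened at 7.5 µM in platelet-rich plasma)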; hit rate 0.22% among 300,000; AID 1663;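 active = mean replicate score, as percent of positive control, at or above 50; inconclusive = mean below 50 but at least one replicate at or above 50; inactive = mean and every replicate below 50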
HSF1 inh – HSF1 inhibition; hit rate 0.77% among 300,000; NIH3T3-HGL HSE-luciferase, MG132-induced, luminescence 8 h; hits give low values; activity change, negative = inhibition, % at 7.5 µM (by protocol); AID 2098;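 active = more than half of replicate wells show activity change below -50%, luminescence cut by over half; inconclusive = some wells, but at most half, below -50%; inactive = no replicate well below -50%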;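 also: luciferase reports HSF-1 transcriptional activity via heat shock element; 0% = median of DMSO wells and -100% = zero luminescence signal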
KLF5 inh – suppresses KLF5 promoter-driven expression. DLD-1 KLF5 promoter-luciferase reporter, luminescence. inhibition, % at 5 µM. hit rate 0.23% among 290,000;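 active = inhibition above a per-plate limit of that plate's mean compound inhibition plus 3 SD, cut at about 60% in these data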;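 also: 0% = DMSO wells and 100% = LY294002 at 200 µM; higher means less KLF5 promoter-driven luciferase light; inactives centre near -14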
AI-2 QS mod – Vibrio harveyi AI-2 quorum sensing modulation. Vibrio harveyi JMH597 AI-2 luminescence/OD600 ratio, 9 h; hits give low values; strain lacks LuxN and CqsS sensors; 0 = neutral-control median. activity change, % at 7.5 µM. hit rate 0.4% among 300,000. AID 2094; in the data active = activity change below about -75%, passing the limit was not always enough; inconclusive = no clear call, values can overlap the other calls;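 also: luminescence divided by OD600 gain over 9 h not by final OD600 alone; inactives centre near 13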
* marks the source's active call; other numbers are inactive results; ? = inconclusive; / = no result given.

SMILES	HDAC3 inh	aSyn UTR inh	HSP90 refold inh	IEC-6 cytotox	HIF activator	HSF-1 act	Platelet DG rel	HSF1 inh	KLF5 inh	AI-2 QS mod
CCOc1ccc(C2C3=C(CC(C)(C)CC3=O)N(CC(=O)O)C3=C2C(=O)CC(C)(C)C3)cc1OCC	-6	-12	0	-5	-0.7	4	0	-5	-28	13
C/C(CC(=O)Nc1c(C)cc(C)cc1C)=N\NC(=O)OC(C)(C)C	-13	0	2	7	-0.1	11	-1	1	-17	3
CC/C(=N/NC(=O)CCC(=O)Nc1ccccc1OC)c1ccccc1	0	-7	7	4	0.1	-19	1	-5	-12	7
COC(=O)c1sccc1NC(=O)Nc1ccccc1C	1	/	3	1	/	/	/	/	-7	36
Cc1nc(CN2CCN(Cc3nc(C(c4ccccc4)c4ccccc4)no3)CC2)cs1	-1	0	-2	-7	1.9	69*	1	29	-27	1
FC(F)(F)c1cc(-c2ccco2)nc(NCc2cccs2)n1	3	22	-1	-5	1.0	-8	2	-5	-13	26
COc1ccc(C2C(C#N)=C(N)Nc3onc(C(C)(C)C)c32)c(OC)c1 (stereo not drawn)	8	-3	-3	-1	2.3	6	-5	6	9	7
Cc1cccc(/C=N\NC(=O)c2csnn2)c1	4	-17	0	-3	1.0	?	18	31	-85	13
CC(C)n1c(CN2CCN(C(=O)c3ccco3)CC2)nc2c1c(=O)n(C)c(=O)n2C	-6	13	-4	-2	-0.3	-12	-3	-2	-19	-1
COc1cccc(-c2nn[nH]n2)c1O	-5	14	-7	-5	-0.6	-4	3	-14	-3	-7
COc1ccc(S(=O)(=O)N(CC(=O)NC2CC2)C2CCCCC2)cc1Cl	5	9	-2	-1	2.0	12	6	11	-10	31
COC(=O)C1(S(=O)(=O)c2cc(Br)cc3c2N(C(C)=O)CC3)CC1	3	18	4	2	0.1	-21	-20	2	-20	2
COc1ccc(N2CCN(CC(=O)Nc3ccc(C)c(C)c3)CC2)cc1	8	9	1	-1	-0.1	10	-9	4	-39	6
O=C(CN1CCN(c2ccc(O)cc2)CC1)NC(c1ccccc1)c1ccccc1	4	-30	-9	-2	0.9	27	-2	-2	-1	38
OC(c1ccccn1)C1CCN(Cc2nc(C(c3ccccc3)c3ccccc3)no2)CC1 (stereo not drawn)	2	-22	0	-4	0.0	2	-7	3	-1	8
O=C([C@H](Cc1ccc(O)cc1)n1cc(CCO)nn1)N1CCNCC1	0	15	7	-5	-0.3	-12	-3	-2	4	35
COc1ccc(N2CC(C(=O)Nc3cccnc3)CC2=O)cc1 (stereo not drawn)	-4	8	1	-2	-6.0	13	12	6	1	16
Cc1nc(N2CCN(C(=O)c3cccs3)CC2)c2c3c(sc2n1)CCCC3	-2	4	1	-10	-0.1	1	-40	5	-11	21
O=C1Nc2ccc(S(=O)(=O)N(CCO)CCO)c3cccc1c23	-5	13	-2	-8	-0.6	-15	23	-3	-14	14
Clc1ccc(C(c2ccccc2)N2CCN(c3ccccn3)CC2)cc1 (stereo not drawn)	7	20	0	-5	-0.3	11	8	6	-19	25
OC(CN1CCN(c2ncc(C(F)(F)F)cc2Cl)CC1)c1ccccc1 (stereo not drawn)	10	-7	-4	-12	-0.7	3	5	2	-8	5
Cc1ccc(F)cc1NC(=O)Cc1nn(C)c(=O)c2ccccc12	-4	-6	4	4	2.8	14	-3	-1	10	33
NC(=O)c1ccc(Oc2ccc(-c3nnco3)cc2)c([N+](=O)[O-])c1	1	18	4	2	-13	-5	-4	-8	-10	31
COc1ccccc1[C@@H]1C(c2cccc(C)c2)=NN(c2ccccc2)[C@H]1C(=O)N1CCOC1=O	-4	4	0	2	-1.1	-1	0	7	1	17
CSCCC(C(=O)O)N1C(=O)c2ccc(C(=O)O)cc2C1=O (stereo not drawn)	2	9	1	-2	-0.1	5	-1	2	-15	32
CCN(CC)C(=O)CSc1nc2ccccc2c(=O)n1OC	2	11	1	1	-0.5	7	0	4	2	7
CN(C)c1ccc(NC(=O)CN2CCN(CC(=O)Nc3ccc(F)cc3)CC2)cc1	1	-12	0	2	0.8	14	-4	0	-22	26
COc1cccc(NS(=O)(=O)c2cc3c4c(c2)CCC(=O)N4CCC3)c1	2	-4	/	/	-0.1	-5	26	-6	/	4
CC(C)CC(NC(N)=O)C(=O)Nc1cccc([N+](=O)[O-])c1 (stereo not drawn)	4	2	1	11	-0.1	-7	-7	-11	-2	15
Cc1c(CCOC(=O)C23CC4(C)CC(C)(CC(C)(C4)C2)C3)sc[n+]1CC(=O)c1ccccc1	15	-8	2	-6	0.1	13	-4	8	-29	10
CC(C)(C)c1ccc(NC(=O)COC(=O)c2ccc(NS(=O)(=O)c3ccc(F)c(F)c3)cc2)cc1	19	-17	1	-2	0.2	-12	0	-2	-6	15
NC(=S)NNC(=O)[C@@H]1CCCC[C@@H]1C(=O)O	0	-2	-1	4	-0.7	-6	-3	0	-7	-5
COC(=O)C1=C(C)NC(C)=C(C(=O)OC)C1c1cc2cc(C)ccc2[nH]c1=O	-3	15	0	1	0.6	-24	3	-5	5	32
COc1ccc(CCC(C)NC(=O)CCc2ccccc2)c(OC)c1 (stereo not drawn)	3	21	-5	-2	-0.9	2	-2	7	-32	5
COc1ccc2c(c1)C(=NNC(=O)c1ccccn1)c1cc(OC)ccc1-2	2	8	3	6	0.2	-2	-1	-8	-33	10
CCc1nnc(NC(=O)c2cc(-c3ccccn3)nc3ccc(Br)cc23)s1	11	11	2	1	-0.4	-12	14	-4	-30	10
Cc1cccc(CSc2nc3c(cc2C#N)CCC3)c1	0	-15	4	-10	0.4	21	5	2	-2	11
CN(/C=C/C(=O)C(F)(F)F)Cc1ccccc1	14	16	2	-1	-0.3	14	-15	2	-18	4
Cc1ccc(Cn2c(=O)c3ccccc3n3nc(C)cc23)cc1	2	8	0	-5	-0.6	1	-16	8	-7	13
CC(C)(O)C#Cc1ccc(C(=O)N2CCCC(CCC(=O)NCc3ccccc3F)C2)cc1 (stereo not drawn)	-11	-1	-4	-3	-0.1	18	-2	3	-23	18
COc1ccc(COCC(O)CN2CCC(C(N)=O)CC2)cc1OC (stereo not drawn)	5	-1	3	2	0.1	3	4	-2	-10	11
CC(=O)Nc1ccc(S(=O)(=O)N2CCc3c(Cl)cccc3C2)cc1	-2	4	0	0	-0.3	10	-5	6	-30	5
O=C(NC1CCCCC1)c1sc(=S)n2c1[nH]c(=O)c1ccccc12	7	0	9	-3	0.5	-1	3	2	-22	-1
S=C(Nc1ccc2cn[nH]c2c1)Nc1ccccc1Cl	-4	-166	5	-3	11*	26	-9	16	-59	20
CC(=O)Nc1cccc(NC(=O)CSc2nccn2Cc2ccc(F)cc2)c1	-5	29	-6	-3	-0.3	-1	-8	-2	-1	9
CC(=O)Nc1ccc(NC(=O)CCc2nc3sc4c(c3c(=O)[nH]2)CCCC4)cc1	-4	7	/	/	0.8	-7	11	-6	/	9
CSCCC1NC(=O)N(C(C)C(=O)Nc2cc(Cl)cc(Cl)c2)C1=O (stereo not drawn)	4	7	-1	3	0.4	6	2	-4	-7	3
COCCn1cnc2c(c1=O)c1nc3ccccc3nc1n2/N=C/c1ccco1	7	0	-4	-8	1.3	0	-3	-5	-29	0
Brc1cc(Cc2nnc(-c3ccccc3)o2)c(Br)s1	9	-3	1	7	0.2	3	3	-3	-20	12
CCOC(=O)c1nn(-c2ccccc2)c2nc(Nc3ccccc3)cc(=O)n12	-7	-30	1	0	0.0	10	-6	-10	-45	7
CSc1nc(-c2ccco2)nn1C(=O)c1ccco1	72*	-4	-3	5	-0.5	3	-8	0	17	-8
Cc1ccc(Nc2nc(N)nc(CSc3nnc(-c4ccncc4)o3)n2)cc1	-2	-1	-2	-4	0.2	-21	1	1	2	/
O=C(O)CCCn1c(O)c(C=C2N=c3ccccc3=N2)sc1=S	7	-89	0	11	-0.5	-7	-6	-5	-14	18
COc1cccc(Nc2nc(NCCO)c3ccccc3n2)c1	1	-47	-1	-3	2.5	-35	21	-27	-22	-4
C1CCN(c2c3c(nc4nnnn24)CCCC3)CC1	6	26	0	6	-0.1	-13	21	-2	20	24
C=CCNC(=S)Nc1ccc(Cl)cc1	-4	-4	-1	-8	0.2	3	-2	9	-6	-10
CCCCn1ccnc1C	-2	-16	0	1	-2.1	43	2	10	-27	2
COc1ccc(N2CCN(c3cnc4ccccc4n3)CC2)cc1	-4	-101	3	5	2.5	49	9	37	-86	11
COc1cc(/C=C2\N=C3CCCCCN3C2=O)ccc1O	3	-9	1	1	1.0	7	1	0	-90	33
COC(=O)c1ccc(NC(=O)C2CCCN2S(=O)(=O)c2ccc(F)cc2)cc1 (stereo not drawn)	-1	24	-2	5	-1.7	-4	0	-6	-8	8
Further compounds.
SMILES	HDAC3 inh	aSyn UTR inh	HSP90 refold inh	IEC-6 cytotox	HIF activator	HSF-1 act	Platelet DG rel	HSF1 inh	KLF5 inh	AI-2 QS mod
O=C(NNS(=O)(=O)c1ccccc1)C1CC(c2cccnc2)=NO1 (stereo not drawn)	7	-10	-1	-6	0.2	3	-3	-9	1	16
CC(C)n1c(Nn2cnnc2)nc2ccccc21	0	6	-2	-3	0.4	1	0	-2	-23	12
O=C(NCCCc1ccccc1)c1cc(COc2ccc(F)cc2Cl)on1	6	14	-4	-4	-0.4	0	-22	6	-26	-3
O=C(NC(=S)NCc1ccccc1)c1ccccc1[N+](=O)[O-]	-8	0	2	4	-0.8	-4	1	4	-4	1
CCOc1ccccc1NC(=O)N1CCC(c2nc3ccc(C)cc3[nH]2)CC1	2	9	-2	-4	0.1	5	1	0	-31	32
CC(=O)c1cccc(NC(=O)c2ccc(N(Cc3ccc(C)cc3)S(C)(=O)=O)cc2)c1	/	3	2	-4	-0.7	19	-7	9	21	25
O=Cc1cc(N=Nc2ccc(S(=O)(=O)O)cc2)ccc1O	9	-9	/	/	-0.8	4	-6	-3	/	14
COc1cc(-c2nc3ccccn3c2NCC2CCCO2)ccc1O (stereo not drawn)	-22	-23	1	-6	0.9	-4	-7	4	-28	28
O=C1CC(c2ccco2)CC(O)=C1C=NCCN1CCNCC1 (stereo not drawn)	7	-3	0	-1	-0.1	-4	0	-4	6	41
CN(C)C(CNC(=O)CSc1nnc(-c2ccco2)o1)c1ccccc1 (stereo not drawn)	3	6	2	-5	0.0	-12	5	-11	-1	16
CCn1nnnc1SCC(=O)Nc1cc(C)on1	-2	-4	-3	-2	-54	13	-7	-3	6	5
COCc1nnc(NC(=O)c2ccc(S(=O)(=O)N3CCCCCC3)cc2)o1	-2	-8	-1	2	0.4	-8	2	-6	-30	40

Entries of single compounds, quoted from the list. Order of screens: HDAC3 inh	aSyn UTR inh	HSP90 refold inh	IEC-6 cytotox	HIF activator	HSF-1 act	Platelet DG rel	HSF1 inh	KLF5 inh	AI-2 QS mod
Results for `Cc1cccc(CSc2nc3c(cc2C#N)CCC3)c1` : 0	-15	4	-10	0.4	21	5	2	-2	11
Results for `Clc1ccc(C(c2ccccc2)N2CCN(c3ccccn3)CC2)cc1` (stereo not drawn) : 7	20	0	-5	-0.3	11	8	6	-19	25
Results for `CCc1nnc(NC(=O)c2cc(-c3ccccn3)nc3ccc(Br)cc23)s1` : 11	11	2	1	-0.4	-12	14	-4	-30	10
